# Source: PubChem (National Center for Advancing Translational Sciences (NCATS))
# RECQ1 inh: qHTS Assay for Inhibitors of RecQ-Like Dna Helicase 1 (RECQ1) | ATP-dependent DNA helicase Q1 (Homo sapiens), P46063 | RECQ1 DNA unwinding, red fluorescence kinetic read | Potency, µM (doses to about 57.3 µM), inactives show top-dose activity, negative = inhibition, actives largely listed as inhibitors | 0.54% of 240,000 active | AID 2549, 2010;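 further: plate controls were vehicle for no effect and no enzyme for full effect; nearly all actives have a fitted effect of over 30% in size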
#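 50 nM RECQ1T1 preincubated 15 min with compound in Tris pH 8.0 buffer with MgCl2, DTT, Tween-20 and 2.5 ug/ml poly(dI-dC); started with 200 nM TAMRA/BHQ-2 forked duplex and 2 mM ATP. Unwinding read as fluorescence (525/598 nm), two reads 2 h apart.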
# KinaseGlo FLuc: Counterscreen for Luciferase (Kinase-Glo TM) Inhibition. Luciferin 4-monooxygenase (Photuris pensylvanica), Q27757. Kinase-Glo luciferase, ATP luminescence, 8 min. Potency, µM (doses to about 38.3 µM), inactives show top-dose activity change, negative = inhibition, most hits filed as inhibitors. 0.28% of 200,000 active. AID 1379, 2008; further: on the % scale 0 is the no-effect control and ±100 the full control effect; nearly all actives have a fitted effect of over 60% in size
#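 Substrate mix (final 50 mM imidazole pH 7.2, 50 mM KCl, 7 mM MgCl2, 10 uM ATP, 0.01% Tween 20, 0.05% BSA) plus pin-tool compound, then Kinase-Glo detection mix; 8 min ambient, luminescence read.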
# JMJD2E inh: qHTS Assay for Inhibitors of Human Jumonji Domain Containing 2E (JMJD2E). Lysine-specific demethylase 4E (Homo sapiens), B2RXH2. JMJD2E catalytic domain, FDH-coupled NADH fluorescence (FDH is formaldehyde dehydrogenase). Potency, µM (highest dose often 57.1 µM), for the others: at the highest dose activity change, negative = inhibition, hits mostly inhibitors. 1.6% of 230,000 active. AID 2147, 2009; active means well fitted inhibition curve with a large enough effect, not every such curve was filed as active; inconclusive means small, poorly fitted or top-dose-only effect, or another doubt; inactive means no such curve, though single readings can be large or run the other way;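 further: 0% = wells with enzyme and -100% = buffer wells without enzyme; nearly all actives have a fitted effect of over 50% in size; many of its hits are not listed in these tables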
# Target sequence (B2RXH2 1-337 limits assumed): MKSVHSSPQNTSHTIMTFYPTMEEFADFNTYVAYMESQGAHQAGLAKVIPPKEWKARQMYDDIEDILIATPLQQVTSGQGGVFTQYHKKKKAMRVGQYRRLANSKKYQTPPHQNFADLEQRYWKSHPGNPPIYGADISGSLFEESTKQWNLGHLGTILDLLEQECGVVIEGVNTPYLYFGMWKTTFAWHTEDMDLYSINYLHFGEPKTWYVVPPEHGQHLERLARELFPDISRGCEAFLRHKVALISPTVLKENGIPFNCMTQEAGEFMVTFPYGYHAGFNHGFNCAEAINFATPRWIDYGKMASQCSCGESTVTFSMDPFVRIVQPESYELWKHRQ
# L3MBTL1 block: qHTS Assay for the Inhibitors of L3MBTL1. Lethal(3)malignant brain tumor-like protein 1 (Homo sapiens), Q9Y468. AlphaScreen L3MBTL1–H3K9me1 peptide binding. Potency, µM (series often up to 57.1 µM), inactives show at the highest dose activity, negative = inhibition, actives largely listed as inhibitors. 0.66% of 230,000 active; further: on the % scale 0 is the no-effect control and ±100 the full control effect; nearly all actives have a fitted effect of over 60% in size
#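 AlphaScreen proximity signal between nickel-chelate acceptor and streptavidin donor beads (final 10 ug/mL) reports binding of 50 nM L3MBTL1 to 75 nM biotin-H3 K9me1 peptide; complex incubated with compounds 30 min at room temperature; cefsulodin titration as control.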
# ALDH1A1 inh: qHTS Assay for Inhibitors of Aldehyde Dehydrogenase 1 (ALDH1A1). Potency, µM (titrated, usually from 75.3 µM), inactives show at the highest dose activity, negative = inhibition, actives largely listed as inhibitors. 7.3% of 220,000 active. Purified ALDH1A1, NADH fluorescence, propionaldehyde substrate. Aldehyde dehydrogenase 1A1 (Homo sapiens), P00352; active means well fitted inhibition curve with a large enough effect, not every such curve was filed as active; inconclusive means small, poorly fitted or top-dose-only effect, or another doubt; inactive means no such curve, though single readings can be large or run the other way;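 further: plate controls were no enzyme wells and a reference inhibitor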
# Target sequence (P00352 whole entry, looked up): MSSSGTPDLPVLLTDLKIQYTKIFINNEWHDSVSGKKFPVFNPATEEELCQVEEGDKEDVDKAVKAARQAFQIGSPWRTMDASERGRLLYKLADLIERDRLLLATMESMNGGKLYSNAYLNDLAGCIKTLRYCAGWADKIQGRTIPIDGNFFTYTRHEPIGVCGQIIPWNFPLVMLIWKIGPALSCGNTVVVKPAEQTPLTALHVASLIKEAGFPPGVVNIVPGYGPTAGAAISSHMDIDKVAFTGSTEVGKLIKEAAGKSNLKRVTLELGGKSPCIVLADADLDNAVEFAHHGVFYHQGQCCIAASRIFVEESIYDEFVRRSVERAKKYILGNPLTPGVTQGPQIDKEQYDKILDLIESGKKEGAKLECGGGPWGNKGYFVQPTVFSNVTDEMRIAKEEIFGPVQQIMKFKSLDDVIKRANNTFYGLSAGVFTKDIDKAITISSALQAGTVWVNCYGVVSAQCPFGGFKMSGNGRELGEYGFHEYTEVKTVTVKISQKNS
# LMNA splice mod: qHTS Assay for Modulators of Lamin A Splicing; HeLa LMNA splicing GFP/RFP minigene ratio, 48 h; Potency, µM (doses to about 46.1 µM), inactives show at the top dose ratio change, negative = inhibition, usual class: inhibitors; 0.01% of 200,000 active; AID 1487, 2009; active means well fitted inhibition curve with a large enough effect in the signal ratio, with a control signal flat, not every such curve was filed as active; inconclusive means small, poorly fitted or top-dose-only effect, or effect the other way, or a change in a side signal; the % refers to the signal ratio; further: on the % scale 0 is the no-effect control and ±100 the full control effect
#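 S3 HeLa stable clones carrying a lamin A-EGFP splicing minigene plus DsRed2 were seeded at 600 cells/well in Opti-MEM with 2% FBS, pin-dosed and incubated 48 h at 37°C. Acumen cytometry (488 nm) gave the GFP/RFP total-intensity ratio.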
# Tau fibril ThT: qHTS for Inhibitors of Tau Fibril Formation, Thioflavin T Binding | AID 1460, 2008 | recombinant tau K18 P301L, heparin-induced fibrillization, ThT fluorescence | Microtubule-associated protein tau (Homo sapiens), P10636 | Potency, µM (doses to about 57.4 µM), inactives show at the highest dose activity, negative = inhibition, usual class: inhibitors | 2.1% of 270,000 active; further: on the % scale 0 is the no-effect control and ±100 the full control effect; nearly all actives have a fitted effect of over 55% in size
# Target sequence (P10636 561-689 P618L limits assumed): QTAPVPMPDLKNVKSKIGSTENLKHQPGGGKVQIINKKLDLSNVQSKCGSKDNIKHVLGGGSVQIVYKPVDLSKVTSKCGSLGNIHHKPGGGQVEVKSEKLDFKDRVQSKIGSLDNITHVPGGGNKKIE
#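 Using a mix of unlabeled (15 uM) and Alexa 594-labeled (0.24 uM) tau K18 P301L, heparin-triggered fibrillization over 6 hr at 37 C was scored by ThT fluorescence.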
# SMN2 splice up: qHTS Assay for Enhancers of SMN2 Splice Variant Expression. HEK293 SMN2-luciferase splicing reporter, luminescence, 30-36 h. Potency, µM (series often up to 46.1 µM), inactives show at the highest dose activity change, positive = activation, actives largely listed as activators. 2.8% of 210,000 active. AID 1458, 2008; further: % of control where 0% means no effect; nearly all actives have a fitted effect of over 55% in size
#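 qHTS luciferase splicing reporter: luminescence rises when SMN2 exon 7 is included in transfected HEK293 cells. Compound exposure lasted 30-36 h at 37C, with 4.5 mM final sodium butyrate as control, followed by a ONE-Glo read.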
# An asterisk follows results filed as active; i = inactive; u = inconclusive; x = not tested or not shown; & = joins results of further samples; [ ] = another dose, or the depositor's remark. Unless noted, the call rests on the fitted dose curve; in most records, active means well fitted curve in the direction sought with a large enough effect; inconclusive means small, poorly fitted or top-dose-only effect, or another doubt; inactive means no such curve, though single readings can be large; an effect the other way counts as inactive or inconclusive. Potency means the concentration at half of the fitted maximal effect. Only part of the results is shown (hit frequency here may not be typical).
# Values run as follows: LMNA splice mod | Tau fibril ThT | JMJD2E inh | L3MBTL1 block | ALDH1A1 inh | RECQ1 inh | KinaseGlo FLuc | SMN2 splice up
O=C(NC1CCCCCC1)C(=S)NC1CCCCC1
  x | 6% | 4% | -17% | 0% | 19% | -5% | -36%[inhibitor]
O=C(O)c1cc(-c2cccs2)nn1-c1ccccc1
  2%[46 µM] | 7% | -1% | -10% | -20% | 0% | 0% | 8%
CC(=O)COc1nc2c(c(-c3ccco3)c1C#N)CCc1ccccc1-2
  x | -14% | u | 24% | x | -14% | x | x
O=C(c1ccccn1)N1CCN(S(=O)(=O)c2ccc3ccccc3c2)CC1
  x | -6% | 9% | x | -3% | 2% | 0% | -51%[inhibitor]
Cc1ccccc1NC(=S)NCCc1ccccc1
  u | 7% | -1% | -6% | u | -8% | -3% | u
O=P(O)(O)C(O)C(F)(F)C(F)(F)C(F)(F)C(F)F (stereo not given)
  4% | 7% | u | 1% | -5% | -5% | -2% | 1%
Cc1ccc(-c2ccccc2NC(=O)C2C3C=CC(C3)C2C(=O)O)o1 (stereo not given)
  -4% | -7% | u | -4% | u | 13% | -1% | 2%
Cc1cc(Cl)ccc1NC(=S)NCc1ccco1
  u | -3% | 7% | 3% | 12% | -1% | x | x
Cc1cc(OC(=O)N2CCCCC2)cc(C)c1Cl
  11% | -5% | 2% | x | -15% | i | 6% | -7%
Cc1cc(Nc2ncc(Cl)cc2Cl)n(-c2ccccn2)n1
  -2% | -16% | 1% | -8% | 0% | 0% | 0% | -48%
O=c1cc(-c2cccc(F)c2)[nH]c2cc(F)ccc12
  x | -1%[126 µM] | x | x | 18%[120 µM] | -3%[126 µM] | 2%[39.9 µM] | x
COc1ccc(OCCC(=O)N2CCOCC2)cc1
  3%[46 µM] | 0% | 15% | 5% | 8% | i | -1% | 11%
O=C1C=C(NCc2ccco2)CC(c2ccc(Cl)cc2)C1 (stereo not given)
  u | -5% | 9% | 3%[11.4 µM] | 6% | -16% | 0% | 17%
COC(=O)CSc1[nH]c2ccc(Br)cc2c1[N+](=O)[O-]
  x | u | 11% | x | 10% | 2% | 0% | 3%
O=S(=O)(c1ccccc1)C1CON(Cc2ccccc2)C1c1ccccc1 (stereo not given)
  12%[46 µM] | -3% | -10% | 9% | u | -6% | -5% | -12%
Cc1ccn2cc(C(=O)NC3CCN(Cc4ccccc4)CC3)nc2c1
  3% | -4% | u | 5% | -6% | -6% | 13% | -31%[inhibitor]
O=C1CCCN1CCCNS(=O)(=O)c1ccc(F)cc1F
  x | -7% | 1% | 5% | x | -2% | x | x
COc1ccc(CCN2C(=S)N(C)C(=O)C2CC(=O)Nc2ccc(F)cc2)cc1 (stereo not given)
  u | -4% | -11% | 1% | 1.3µM* | -9% | x | x
CCOC(=O)c1cc(-c2csc(Nc3c(C)cc(C)cc3C)n2)on1
  x | -16% | -15% | -10% | 14µM* | -11% | x | x
COCCNC(=O)C(c1cccs1)N(C(=O)Cn1nnc2ccccc21)c1ccc(OC)cc1 (stereo not given)
  -13% | 4% | 5% | -8% | u | 4% | -2% | -9%
CC(=N[C@@H]1CCCC[C@H]1N=C(C)c1ccccc1O)c1ccccc1O
  -4% | -6% | -28% | -12% | 2% | 1% | -4% | 3%
Cc1ccc(Cl)cc1-c1ccc(C=Nc2ccc(N3CCOCC3)cc2)o1
  u | u | 3% | u | 10µM* | -2% | -3% | -62%[inhibitor]
C=CCn1cc(C(=O)NCc2ccco2)c(=O)c2cc(S(=O)(=O)N3CCCCCC3)ccc21
  0% | -17% | -3% | -4% | -8% | -9% | x | x
CCC/C(=N/NC(=O)c1cccc(Cl)c1)c1ccccc1
  -4% | u | 4% | 1% | u | i | 2% | -9%
O=C(CNC(=O)c1cccs1)NCCN1CCN(Cc2ccccc2)CC1
  3% | -12% | -2% | -5% | -9% | -8% | 1% | 4%
CCN(CC(=O)NC(=O)NC1CCCCC1)Cc1nc2ccccc2c(=O)[nH]1
  -13% | -11% | 0% | x | -16% | 3% | -3% | -13%
NC(=O)NC(=O)COC(=O)c1ccc(OC(F)(F)F)cc1
  -7%[46 µM] | 5% | 3% | -2% | 12% | i | -1% | 0%
COc1cccc(/C=N/n2c(-c3ccco3)nc3ccccc3c2=O)c1OC
  u | 10% | -7% | 7% | u | -16% | 3% | 7%
CCOC(=O)N1CCN(C(=O)CN(Cc2ccc(Cl)cc2)S(=O)(=O)c2ccc(C)cc2)CC1
  -27% | -17% | 9% | x | u | -15% | -5% | -10%
COc1ccccc1N(Cc1cc(=O)[nH]c2ccccc12)C(=O)c1ccc([N+](=O)[O-])cc1
  x | u | -9% | 22% | u | -12% | x | x
N#C/C(=C\c1cn(Cc2cccc(F)c2)c2ccccc12)C(=O)NCc1ccco1
  1% | 5% | 2% | -9% | 8% | 9% | 1% | x
CCN(CC)CCN1C(=O)C(=O)/C(=C(/O)c2ccc(Cl)cc2)C1c1ccncc1 (stereo not given)
  -15% | 2% | 13% | -1% | 1% | -1% | 1% | -6%
COc1cc(C(=O)NCC(=O)N/N=C(/C)c2ccc3c(c2)CCCC3)cc(OC)c1OC
  u | -15% | 4% | -2% | 7% | 0% | 2% | -6%
CN1/C(=C\C(=O)COC(=O)c2ccco2)C(C)(C)c2ccccc21
  1%[46 µM] | -9% | u | 20% | -12% | -2% | 2% | -7%
Cn1c(N)c(C(=O)CCl)c(=O)n(C)c1=O
  -3% | 3% | u | x | u | i | -5% | -17%
N#CCCN(C(=O)CSc1nc2nc(-c3cccs3)cc(C(F)(F)F)c2c(=O)[nH]1)c1ccccc1
  x | -14% | u | -5% | u | -5% | x | x
COc1ccc(NC(=O)c2ccc([N+](=O)[O-])cc2[N+](=O)[O-])c(OC)c1
  10%[9.22 µM] | -7% | u | 6% | 3% | 2% | -8% | -9%
O=C(Nc1ccccc1N1CCOCC1)c1ccc2c(c1)C(=O)N(Cc1ccncc1)C2=O
  4% | -16% | -4% | -2% | u | -2% | -4% | -7%
CCOC(=O)c1nc(C)n(-c2ccc(Cl)cc2Cl)n1
  -4% | -17% | -3% | -5% | 7% | -10% | 0% | -5%
CCOC(=O)C(NC(=O)Nc1ncccn1)(Oc1ccccc1)C(F)(F)F (stereo not given)
  7% | 12% | -4% | 7% | 3% | i | x | x
O=C(COc1ccc(F)cc1)Nc1nccs1
  17% | -8% | -2% | u | 6% | i | u | 11µM*
Cc1ccccc1C1=N/C(=C/c2cccnc2)C(=O)O1
  x | -2% | 1% | x | -3% | -1% | -1% | 35%
O=C(/C=C/c1ccco1)NC1CCCC1
  x | -17% | -8% | x | 22µM* | -1% | -2% | 22%
COc1ccccc1/C=N/NC(=O)c1ccccc1NS(=O)(=O)c1ccc(C)cc1
  -12% | u | -2% | 3% | -7% | -8% | 0% | 5%
N/C(=N\OC(=O)Cc1cccc2ccccc12)c1ccccn1
  21% | -8% | -3% | x | u | -2% | 2% | 4%
COc1ccccc1NC(=O)Cn1c(=O)n(CCc2c[nH]c3ccccc23)c(=O)c2cccnc21
  u | -2% | u | -2% | -6% | -21% | 4% | 6%
COC(=O)c1ccc(/C=N/NC(=O)c2cccc(F)c2)cc1
  -10% | -19% | -2% | -6% | 6% | -14% | u | 14µM*
C=CCSc1nnc(Cc2cc(=O)[nH]c(=O)[nH]2)n1-c1cc(C)ccc1C
  5% | 3% | 1% | 5% | 2% | i | -3% | -3%
CS(=O)(=O)N1CCN(c2ccc(NC(=S)NC(=O)c3ccc4c(c3)OCO4)cc2)CC1
  u | u | 3% | -18% | u | 0% | 0% | -20%
Cc1nc(N)sc1-c1csc(Nc2ncccn2)n1
  x | 4µM* | -11% | 2% | u | -5% | -2% | 5.6µM*
CC1C2CC(C/C2=N/NC(=O)c2cccs2)C1(C)C (stereo not given)
  x | -1% | 10% | x | u | -2% | 4% | 5%
NS(=O)(=O)c1ccc(CCNC(=O)/C=C/c2ccccc2[N+](=O)[O-])cc1
  x | -18% | 1% | x | -2% | -9% | 0% | -12%
Cc1c(-c2ccc(Cl)cc2)noc1C1CCN(CCc2ccccc2)CC1
  x | -7%&-10% | 2% | x | 3%&15% | i | 0% | -18%
CCn1nc(C)c(CN2CCN(Cc3ccsc3)C(CCO)C2)c1C (stereo not given)
  -21%[46 µM] | 4% | 5% | 5% | 12% | i | 1% | x
COc1cc(NC(=O)c2cc(C(C)C)on2)cc(OC)c1OC
  -5% | -10% | -2% | 6% | -4% | -9% | -4% | 10%
O=C(/C=C/Nc1cccc([N+](=O)[O-])c1)c1cccs1
  16% | 4.5µM* | -6% | x | 14µM* | -9% | -11% | 16µM*
COCCN(C(=O)c1ccco1)C(C(=O)NC1CCCC1)c1cccs1 (stereo not given)
  -11% | -3% | -6% | -2% | u | i | -1% | -33%[inhibitor]
O=C(/C=C(\c1ccc(Cl)cc1)n1cncn1)c1ccc(Cl)cc1
  u | -1% | -1% | x | 2.2µM* | 0% | 7% | 4%
CCCn1c(N)cc(=O)n(C)c1=O
  -10%[46 µM] | 1% | -4% | -3% | 1% | -4% | 0% | -3%
Cc1cccc(NC(=O)Nc2ccc(C)cc2Br)c1
  -9% | -7% | 5% | 0% | 11% | 0% | -2% | 13µM*
Nc1nc(SCc2ccccc2Cl)n[nH]1
  7% | -8% | -4% | x | 1% | -14% | 1% | -4%
